High-throughput results as filed in PubChem BioAssay.
D3 antag: qHTS of D3 Dopamine Receptor Antagonist: qHTS. 360,000 compounds, 2.5% hits. max response, negative = inhibition, %. D3R cells, DiscoveRx beta-arrestin luminescence, antagonist mode; stronger effect = lower value; in the data active = max response below about -50%; inconclusive = no clear call, values can overlap the other calls; note: % is set by controls: 0 for no effect and ±100 for the full control effect; mostly tested at two doses, the higher about 12 µM
Target sequence (P35462 whole entry, looked up): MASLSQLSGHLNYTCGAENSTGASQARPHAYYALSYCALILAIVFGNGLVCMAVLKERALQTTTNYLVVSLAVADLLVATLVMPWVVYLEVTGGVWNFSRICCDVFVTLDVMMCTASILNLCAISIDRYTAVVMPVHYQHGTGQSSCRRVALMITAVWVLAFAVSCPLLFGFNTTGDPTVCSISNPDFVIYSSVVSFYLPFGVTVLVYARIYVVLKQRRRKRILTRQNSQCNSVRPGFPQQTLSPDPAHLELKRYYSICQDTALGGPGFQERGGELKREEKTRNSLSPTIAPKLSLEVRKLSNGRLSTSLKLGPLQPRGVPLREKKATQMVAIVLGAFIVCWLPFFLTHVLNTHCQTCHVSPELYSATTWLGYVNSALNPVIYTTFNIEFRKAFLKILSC
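Cells expressing the human receptor were seeded at 1500 cells/well, incubated overnight at 37 degrees C in 5% CO2, then exposed to library compounds with dopamine controls for 90 minutes at 37 degrees C before luminescent detection.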
GLP1R inv ag: qHTS of GLP-1 Receptor Inverse Agonists (Inhibition Mode); Glucagon-like peptide 1 receptor (Homo sapiens), P43220; Potency, µM (highest dose often 38.3 µM), for the others: at the highest dose activity change, negative = inhibition, usual class: inhibitors; HEK293 GLP-1R CRE-luciferase, luminescence, 24 h; GLP-1R form is constitutively active; 410,000 compounds, 1.6% hits; note: potency is the fitted concentration of half-maximal effect; % is set by controls: 0 for no effect and ±100 for the full control effect; nearly all actives have a fitted effect of over 55% in size
Target sequence (P43220 whole entry, looked up): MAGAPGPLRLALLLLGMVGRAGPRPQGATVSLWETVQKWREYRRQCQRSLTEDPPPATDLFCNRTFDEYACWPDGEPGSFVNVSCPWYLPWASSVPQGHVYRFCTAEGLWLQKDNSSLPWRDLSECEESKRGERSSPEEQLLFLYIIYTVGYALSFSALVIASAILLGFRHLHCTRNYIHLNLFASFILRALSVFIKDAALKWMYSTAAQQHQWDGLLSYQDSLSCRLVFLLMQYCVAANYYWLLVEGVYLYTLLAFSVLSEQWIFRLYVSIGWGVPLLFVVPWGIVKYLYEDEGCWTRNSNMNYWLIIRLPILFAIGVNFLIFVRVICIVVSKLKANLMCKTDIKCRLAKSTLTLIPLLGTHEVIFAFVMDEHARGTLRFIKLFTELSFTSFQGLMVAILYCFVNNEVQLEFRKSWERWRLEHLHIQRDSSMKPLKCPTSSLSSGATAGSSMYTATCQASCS
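Stable HEK293 clone (constitutively active GLP-1R + cAMP-response luciferase); 200 cells/uL plated, 12 h pre-culture, compound 24 hr, 37 deg C/5% CO2; detection reagent 12 min RT; luminescence.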
aSyn yeast inh: qHTS of alpha-syn Inhibitors. Potency, µM (highest dose often 46.1 µM), for the others: at the top dose growth rescue (activation), usual class: activators. Yeast expressing alpha-synuclein, growth rescue, BacTiter-Glo, 24 h. 370,000 compounds, 0.14% hits; note: potency is the fitted concentration of half-maximal effect; % of control where 0% means no effect; nearly all actives have a fitted effect of over 65% in size
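Readout is rescue of growth in alpha-synuclein-expressing yeast, so inhibitors of toxicity appear as activators. Growth after 24 hr at 30 deg C in galactose medium is quantified by luminescence.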
GLP1R ag: qHTS of GLP-1 Receptor Agonists | Glucagon-like peptide 1 receptor (Homo sapiens), P43220 | HEK293 GLP-1R CRE-luciferase, luminescence, 4-6 h; cells express a hypersensitive GLP-1R form | Potency, µM (top dose mostly 45.6 µM), for the others: top-dose activation, actives largely listed as activators | 380,000 compounds, 0.007% hits; note: potency is the fitted concentration of half-maximal effect; % of control where 0% means no effect
PTHR1 agonist: qHTS for PTHR1 Agonists: Primary Screen; HEK293 GP2 PTHR1 cells, GloSensor cAMP luminescence, 1 h; Potency, µM (titrated, usually from 115 µM), for the others: at the top dose activation, actives largely listed as activators; 410,000 compounds, 0.075% hits; note: potency is the fitted concentration of half-maximal effect; nearly all actives have a fitted effect of over 55% in size; some results filed as inactive show a strong effect at the top dose; inactives centre near -15; many of its hits are not listed in these tables
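HEK-293-derived GP2 cells expressing PTHR1 and a GloSensor cAMP reporter, 3,000/well, plated overnight, given luciferin plus IBMX (each 0.5 mM as added) for 1 h at 37 °C, then compound for 1 h at 37 °C. Luminescence was read after 15 min at room temperature.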
Akt phos inh: HTS Assay for Inhibitors of Akt Phophorylation: Primary Screen; AID 651550, 2012; Neuro2A IGF-stimulated pAkt S473 HTRF, 20 min; stronger effect = lower value; activity change, % for hits at 50 µM; 360,000 compounds, 0.32% hits; in the data active = activity change below about -80%; inconclusive = mostly about -51% to -80%; note: % is set by controls: 0 for no effect and ±100 for the full control effect
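Neuro2A cells (4,500/well, DMEM with 0.5% FBS) were treated with compound at a single 50 µM final concentration, stimulated with 6 nM IGF for 20 min at 37 °C, and lysed. Phospho-Akt Ser473 was read by HTRF as 665/615 ratio ×10^4.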
TDP43 rescue: qHTS of TDP-43 Inhibitors | TDP-43 expressing yeast growth rescue, BacTiter-Glo, 24 h | Potency, µM (doses to about 46.1 µM), without a hit: at the highest dose growth rescue (activation), usual class: activators | AID 652104, 2013 | 410,000 compounds, 1.8% hits; note: potency is the fitted concentration of half-maximal effect; % of control where 0% means no effect; nearly all actives have a fitted effect of over 50% in size
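Readout is BacTiter-Glo luminescence of cell growth, so inhibitors register as activators. TDP-43-expressing yeast at OD600=0.02 in galactose medium, after raffinose pregrowth to mid-log, were incubated with compound for 24 hr at 30 deg C.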
FUS yeast rescue: qHTS for Suppressors of FUS Proteinopathy: Primary screen using FUS-linked yeast assay. 390,000 compounds, 0.24% hits. S. cerevisiae FUS-expressing, growth rescue, OD600, 24 h. AID 1347120, 2019. Potency, µM (titrated, usually from 76.6 µM), for inactives: top-dose growth rescue (activation), usual class: activators;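 note: potency is the fitted concentration of half-maximal effect; plate controls were DMSO vehicle for no effect and reference control for full effect; nearly all actives have a fitted effect of over 55% in size; some results filed as inactive show a strong effect at the top dose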
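Steps: raffinose overnight preculture; dilution to OD 0.005 in 2% galactose minimal medium; compound addition (concentration series); 24hr at 30C, 99% humidity; absorbance read at 600 nm.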
Abeta rescue: qHTS for compounds that reverse cellular toxicity of Amyloid beta (A-beta) peptide in yeast: Primary Screen | Potency, µM (doses to about 46.1 µM), inactives show at the highest dose growth rescue, actives largely listed as activators | yeast expressing A-beta42, growth rescue, OD600, 48 h; response scale: 0% DMSO, 100% iron-clioquinol control | 410,000 compounds, 0.063% hits; note: potency is the fitted concentration of half-maximal effect; nearly all actives have a fitted effect of over 55% in size
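Yeast growth medium received pinned compounds, then yeast cells expressing toxic A-beta were added; plates incubated at 30 C for 48 hr. Growth read as absorbance at 600 nm, normalized to DMSO and equimolar FeCl3 plus clioquinol controls.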
* marks the source's active call; other numbers are inactive results; i = inactive; u = inconclusive; x = not tested or not shown; [ ] = dose if it differs, or a comment. Unless noted, calls come from the whole dose curve; as a rule, active = well fitted curve in the direction sought with a large enough effect; inconclusive = small, poorly fitted or top-dose-only effect, or another doubt; inactive = no such curve, though single readings can be large; an effect the other way counts as inactive or inconclusive.

SMILES | D3 antag | GLP1R inv ag | aSyn yeast inh | GLP1R ag | PTHR1 agonist | Akt phos inh | TDP43 rescue | FUS yeast rescue | Abeta rescue
COc1ccccc1NC(=O)C(C)OC(=O)CCCOc1ccccc1 (configuration not stated) | 4 | -8% | 1% | 7% | i | i | 2% | 6% | 0%
COc1ccc(C2C(C#N)=C(N)OC(C(C)(C)C)=C2C#N)cc1OC (configuration not stated) | 2 | 44%[activator] | -7% | 26% | i | i | -9% | -2% | 1%
O=C(Cc1cccc2ccccc12)NNC(=O)Nc1cccc(Cl)c1 | u | u | 1% | -11% | i | i | 14% | 1% | 12%
O=C(COc1cccnc1[N+](=O)[O-])Nc1ccc2c(c1)OC(F)(F)O2 | -29 | 22% | -9% | 2% | i | i | 26% | x | -9%
Cc1ccc(OCc2nc(-c3ccccn3)no2)cc1 | -16 | u | 0% | -3% | -49%[inhibitor][57.5 µM] | i | -25% | 0% | -10%
CCC(=O)N1CCN(c2ccc(NC(=O)COc3ccccc3[N+](=O)[O-])cc2)CC1 | 26 | u | -1% | -4% | -93%[inhibitor] | i | 0% | 5% | -1%
CC1(C)CCC(=O)N2CC[C@H]3c4cc5ccccc5nc4C[C@@H]1[C@H]32 | -19 | 0% | -3% | -2% | -5% | i | -8% | -19% | -13%
CC(=O)Nc1ccc(S(=O)(=O)NC(CC(=O)N(C)Cc2ccccc2)C(C)C)cc1 (configuration not stated) | -5 | -1% | -11% | -4% | -4% | i | -7% | -4% | 8%
COc1ccc(C(C(=O)NC2CCCCC2)N(C(=O)c2ccccn2)c2cccnc2)cc1 (configuration not stated) | 4 | 6% | 5% | 1% | i | i | 7% | -1% | -14%
CCOC(=O)C1(Cc2ccccc2)CCN(Cc2cnn(-c3ccccc3)c2)CC1 | -63* | u | -1% | 0% | -23% | i | -11% | 7% | 7%
CC1=CC(=C(C#N)c2nc3ccccc3s2)C=C(C)N1CC1CCCO1 (configuration not stated) | -17 | 11% | 1% | 21% | -10% | i | u | 16% | 11%
Cc1cccc(C)c1NC(=O)Cn1cnc2c(=O)n(C)c(=O)n(C)c21 | 28 | 0% | 0% | -1% | -4%[57.5 µM] | i | 0% | 21% | 12%
O=C(c1ccco1)N1CCN(C/C=C/c2ccccc2)CC1 | -109* | 10% | -9% | 6% | -2% | i | -1% | 1% | 3%
CCCCN1C=C(C(=O)OC)C(c2ccccc2Cl)C(C(=O)OC)=C1 | -8 | -18% | 2% | 5% | -11% | i | 7% | -22% | -8%
N#C/C(=C/c1ccc(N2CCOCC2)o1)C(=O)N1CCOCC1 | u | 8% | 1% | 2% | i | i | 7% | x | 16%
C/C(=N/NC(=O)c1ccoc1C)c1ccc(NC(=O)c2ccncc2)cc1 | -9 | -23% | 0% | 9% | -18% | i | 7% | x | -6%
CC(NC(=O)c1cn(C)c2ccc(S(=O)(=O)N3CCCC3)cc2c1=O)c1ccc2c(c1)OCCO2 (configuration not stated) | -9 | 1% | 7% | 0% | -16% | i | 0% | 7% | 17%
Cc1cccc(-n2nnnc2SCn2nnc3ccccc3c2=O)c1 | 21 | 7% | 6% | -6% | -16%[57.5 µM] | i | u | 14% | -16%
CCOC(=O)NC(=O)/C(C#N)=C/c1ccc(N(C)C)cc1 | 9 | 3% | -12% | 7% | -2% | i | -1% | 11% | -8%
COc1ccccc1NS(=O)(=O)c1cccc(NC(=O)C(C)NC(=O)c2ccco2)c1 (configuration not stated) | 0 | -11% | -9% | 0% | i | i | -2% | -11% | 35%
Cc1ccc(C(=O)COC(=O)CCc2ccc(S(=O)(=O)N3CCCCC3)cc2)cc1 | -7 | 8% | 1% | -1% | i | i | -4% | x | -9%
N#CC1(P(=O)(c2ccccc2)c2ccccc2)CCCC1 | 1 | 12% | 0% | 8% | i | i | -11% | 1% | -2%
CC(=O)N1CCOc2ccc(S(=O)(=O)NCCc3ccc(C)cc3)cc21 | 12 | -18% | 3% | 6% | -10% | i | 6% | 13% | 19%
COc1ccccc1C(=O)NC1(C(F)(F)F)C(=O)Nc2c1c(=O)[nH]c(=O)n2CCc1ccccc1 (configuration not stated) | x | 3% | x | -1% | i | x | 0% | -5% | -6%
C#CC[N+](C)(C)CCCCCCCCCCCC | 1 | u | 0% | 2% | i | i | -52%[inhibitor] | -19% | -40%[inhibitor]
CCNC(=S)N/N=C/c1cc(Br)cc(Br)c1OC | u | -6% | -3% | -6% | -7%[57.5 µM] | i | -4% | 20% | 19%
O=C(Nc1cccnc1Cl)C1c2ccccc2Oc2ccccc21 | 0 | u | -2% | 2% | -14%[57.5 µM] | i | -15% | 5% | -5%
O=C(NCC1CCCO1)/C(=C\c1ccco1)NC(=O)c1ccccc1 (configuration not stated) | -5 | 5% | 6% | 0% | i | i | -1% | 14% | 3%
C=CCn1c(SCC(=O)C(C)(C)C)nnc1-c1ccccn1 | 7 | 0% | -6% | 2% | -1%[57.5 µM] | i | -6% | 2% | 5%
Cc1cc(C)cc(OCCNC(=O)C(C)N2C(=O)c3ccccc3C2=O)c1 (configuration not stated) | -7 | 7% | -3% | 11% | i | i | -13% | 14% | -1%
CCn1c(=O)c(C(=O)NCc2ccc(F)cc2)c(O)c2ccccc21 | 13 | u | 2% | 5% | -14% | i | -29% | -27% | -15%
CSCCC(=O)N1CCC(CCC(=O)NC2CC2)CC1 | 5 | 13% | -1% | -10% | i | i | 4% | -13% | 5%
C[C@@H]1CN([C@H](C)CO)C(=O)CCCn2nncc2CO[C@H]1CN(C)C(=O)C1CC1 | -8 | 13% | u | -7% | -17% | i | 14% | -34% | 2%
COc1cc(C(=O)NC(C)CCn2cccn2)ccc1OC1CCN(C(C)=O)CC1 (configuration not stated) | 12 | 18% | 0% | -12% | i | i | 19% | 0% | -6%
COc1ccc(C)cc1NC(=O)C(=O)NCC(c1cccnc1)N1CCc2ccccc21 (configuration not stated) | x | u | x | x | -47%[inhibitor] | x | u | u | 7%
CC(C)c1ccc(NC2CCCN(C(=O)CSc3nncn3C)C2)cc1 (configuration not stated) | 5 | 3% | -3% | -1% | i | x | 9% | 9% | -21%
CCOC(=O)c1ccc(NC(=O)CCc2c(C)nc3c(c(C)nn3C)c2C)cc1 | x | -26% | 1% | 18% | -16% | x | 0% | 8% | 2%
Cc1ccc(S(=O)(=O)/N=C(\N)c2ccc(Cl)cc2)cc1 | 23 | -20% | 19% | 10% | i | i | -6% | -4% | u
O=C(CN1C(=O)NC2(CCCCC2)C1=O)NCCC1=CCCCC1 | 14 | 2% | 4% | -1% | -26%[57.5 µM] | i | -13% | 1% | 12%
COc1ccc(-n2c(C)cc(C(=O)CN3C(=O)C(=O)N(Cc4ccccc4)C3=O)c2C)cc1 | -15 | u | -1% | -6% | -16% | i | -19% | 30% | 2%
Cc1ccc(C)c(S(=O)(=O)Nc2ccc3cn[nH]c3c2)c1 | -3 | -12% | -4% | 3% | -33%[inhibitor] | i | 14% | -5% | -21%
COc1ccc(NC(=O)COc2ccccc2C#N)c(S(=O)(=O)N2CCCCC2)c1 | 1 | 8% | 7% | 5% | -1%[57.5 µM] | i | 21% | 9% | -16%
Cc1ccccc1C(=O)NC1CCN(CC(=O)Nc2ccccc2)CC1 | 6 | 2% | 0% | 9% | -4% | i | 10% | -17% | 9%
CCN1CCN(Cc2cccc(Oc3ccc(Cl)cc3)c2)CC1 | -63* | u | 0% | 21% | i | i | -17% | -12% | -6%
Cn1c(CCc2ccc(N)cc2)nc2ccccc21 | -51* | u | -9% | -5% | -74%[inhibitor] | i | -17% | -1% | -14%

A run of entries from further up, as a working copy:
SMILES | D3 antag | GLP1R inv ag | aSyn yeast inh | GLP1R ag | PTHR1 agonist | Akt phos inh | TDP43 rescue | FUS yeast rescue | Abeta rescue
CCn1c(=O)c(C(=O)NCc2ccc(F)cc2)c(O)c2ccccc21 | 13 | u | 2% | 5% | -14% | i | -29% | -27% | -15%
CSCCC(=O)N1CCC(CCC(=O)NC2CC2)CC1 | 5 | 13% | -1% | -10% | i | i | 4% | -13% | 5%
C[C@@H]1CN([C@H](C)CO)C(=O)CCCn2nncc2CO[C@H]1CN(C)C(=O)C1CC1 | -8 | 13% | u | -7% | -17% | i | 14% | -34% | 2%
COc1cc(C(=O)NC(C)CCn2cccn2)ccc1OC1CCN(C(C)=O)CC1 (configuration not stated) | 12 | 18% | 0% | -12% | i | i | 19% | 0% | -6%
COc1ccc(C)cc1NC(=O)C(=O)NCC(c1cccnc1)N1CCc2ccccc21 (configuration not stated) | x | u | x | x | -47%[inhibitor] | x | u | u | 7%
CC(C)c1ccc(NC2CCCN(C(=O)CSc3nncn3C)C2)cc1 (configuration not stated) | 5 | 3% | -3% | -1% | i | x | 9% | 9% | -21%
CCOC(=O)c1ccc(NC(=O)CCc2c(C)nc3c(c(C)nn3C)c2C)cc1 | x | -26% | 1% | 18% | -16% | x | 0% | 8% | 2%
Cc1ccc(S(=O)(=O)/N=C(\N)c2ccc(Cl)cc2)cc1 | 23 | -20% | 19% | 10% | i | i | -6% | -4% | u

The list is partial (hit frequency here may not be typical).
